Compound activity: PubChem, National Center for Advancing Translational Sciences (NCATS)
IL-1B inflam inh: blocks inflammasome-driven IL-1 beta release; THP-1 LPS/ATP IL-1B secretion, AlphaLISA, 16 h; stronger effect = lower value; activity change, % at 57.5 µM; 4.7% of 360,000 active; in the data active = activity change below about -50%; inconclusive = mostly about -30% to -49%; also: % is scaled to controls: 0 for no effect and ±100 for the full control effect
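Secreted IL-1B measured by AlphaLISA bead assay after 16 h compound exposure of THP-1 cells; compounds (final up to 57.5 uM) added 1 h before LPS (250 ng/mL) and ATP (1.25 mM) stimulation; lower signal means less secretion.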
KB-3-1 cytotox: KB-3-1 parental cell cytotoxicity; KB-3-1 viability, CellTiter-Glo ATP luminescence, 72 h; Potency, µM (highest dose often 46.1 µM), for the others: at the highest dose activity change, negative = cytotoxic, usual class: cytotoxic; 1.4% of 400,000 active; AID 1347075; also: potency is read from the fitted curve at half-maximal effect; % is scaled to controls: 0 for no effect and ±100 for the full control effect; nearly all actives have a fitted effect of over 60% in size
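Luminescent ATP read-out (CellTiter-Glo) measures survival of drug-naive KB-3-1 cells after 72 h compound exposure at 37 °C. Titration series was screened from lowest to highest concentration, with DMSO vehicle plates as background controls.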
HT1080 IDH1KD tx: toxicity to HT-1080 IDH1 knockdown cells (counter line); HT-1080 IDH1 knockdown viability, ATP luminescence, 48 h; 2% of 360,000 active; Potency, µM (series often up to 46.1 µM), for inactives: top-dose activity, negative = toxicity, usual class: cytotoxic; AID 686971;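 also: potency is read from the fitted curve at half-maximal effect; 0% = DMSO wells and -100% = cell-free medium wells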
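HT-1080-IDH1KD cells (IDH1 knocked down), 750/well in RPMI with 5% FBS, treated with compound 48 h at 37 degrees C. Viability by CellTiter-Glo luminescence, normalised to DMSO and no-cell wells; concentration-response curves classed.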
HT1080-NT tox: kills 2HG-producing HT-1080-NT fibrosarcoma cells; Potency, µM (titrated, usually from 46.1 µM), without a hit: at the top dose activity, negative = less viability, hits mostly cytotoxic; HT-1080-NT fibrosarcoma viability, CellTiter-Glo ATP luminescence, 48 h; 1.6% of 360,000 active;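 also: NT is the 2HG producing partner of a matched IDH1 knockdown line; potency is read from the fitted curve at half-maximal effect; 0% = DMSO-treated cells and -100% = media-only wells without cells; nearly all actives have a fitted effect of over 55% in size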
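Viability by CellTiter-Glo luminescence after 48 h compound exposure at 37C of HT-1080-NT cells (750/well, RPMI, 5% FBS). % activity scaled between DMSO wells and medium-only wells, then curve-fitted and categorized by curve class.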
MCF10A rereplic: induces DNA re-replication in MCF 10a normal breast cells; Potency, µM (titrated, usually from 46.1 µM), for the others: at the top dose activity, positive = re-replication, usual class: activators; 2.9% of 350,000 active; AID 624296; MCF 10A DNA re-replication, Hoechst nuclear intensity, 48 h; also: potency is read from the fitted curve at half-maximal effect; % of control where 0% means no effect; nearly all actives have a fitted effect of over 50% in size
ATXN2 expr inh: reduces ATXN2 reporter expression in HEK-293 cells; HEK-293 ATXN2-luciferase reporter, luminescence, 24 h; Potency, µM (series often up to 57 µM), for the others: at the top dose activity change, negative = inhibition, usual class: inhibitors; 0.72% of 360,000 active; AID 1745845; also: potency is read from the fitted curve at half-maximal effect; % is scaled to controls: 0 for no effect and ±100 for the full control effect; nearly all actives have a fitted effect of over 55% in size
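qHTS (up to 57 uM final) was run with 24 h compound exposure of reporter cells at 37 °C. Each well was multiplexed: SteadyGlo luminescence measured ATXN2-luciferase expression after a fluorogenic Gly-Phe-AFC viability readout (25 uM final).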
SW480 rerep: inducers of DNA re-replication in SW480 colon cancer cells; SW480 DNA re-replication, Hoechst DNA content imaging, 48 h; Potency, µM (series often up to 46.1 µM), for inactives: top-dose re-replication activation, hits mostly activators; 1.8% of 340,000 active; AID 624297; also: potency is read from the fitted curve at half-maximal effect; % of control where 0% means no effect; nearly all actives have a fitted effect of over 55% in size
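Cells (250 per well) received 23 nL compound or DMSO by pin tool and were kept 48 hr at 37 C, 5% CO2. Nuclei were then stained with Hoechst for 40 min and scanned for DNA content.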
KB-V1 cytotox: kills drug-selected multidrug resistant KB-V1 cells | AID 1347076 | 3.4% of 400,000 active | Potency, µM (top dose mostly 46.1 µM), for inactives: top-dose activity change, negative = cytotoxicity, usual class: cytotoxic | KB-V1 MDR cells viability, CellTiter-Glo, 72 h; also: potency is read from the fitted curve at half-maximal effect; % is scaled to controls: 0 for no effect and ±100 for the full control effect; nearly all actives have a fitted effect of over 60% in size
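KB-V1, DMEM (no phenol red) + 10% FBS; cpd pin-transferred, titration series; 72 h, 37 degrees C; CellTiter-Glo, luminescence. Data normalized, curve-fit.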
WRN inhibitor: inhibitors of human WRN helicase; WRN helicase unwinding, fluorescent forked duplex, kinetic; Potency, µM (series often up to 114 µM), for inactives: top-dose activity change, negative = inhibition, most hits filed as inhibitors; 0.46% of 360,000 active; AID 651768; also: potency is read from the fitted curve at half-maximal effect; % is scaled to controls: 0 for no effect and ±100 for the full control effect; nearly all actives have a fitted effect of over 55% in size
Target sequence (Q14191 whole entry, looked up): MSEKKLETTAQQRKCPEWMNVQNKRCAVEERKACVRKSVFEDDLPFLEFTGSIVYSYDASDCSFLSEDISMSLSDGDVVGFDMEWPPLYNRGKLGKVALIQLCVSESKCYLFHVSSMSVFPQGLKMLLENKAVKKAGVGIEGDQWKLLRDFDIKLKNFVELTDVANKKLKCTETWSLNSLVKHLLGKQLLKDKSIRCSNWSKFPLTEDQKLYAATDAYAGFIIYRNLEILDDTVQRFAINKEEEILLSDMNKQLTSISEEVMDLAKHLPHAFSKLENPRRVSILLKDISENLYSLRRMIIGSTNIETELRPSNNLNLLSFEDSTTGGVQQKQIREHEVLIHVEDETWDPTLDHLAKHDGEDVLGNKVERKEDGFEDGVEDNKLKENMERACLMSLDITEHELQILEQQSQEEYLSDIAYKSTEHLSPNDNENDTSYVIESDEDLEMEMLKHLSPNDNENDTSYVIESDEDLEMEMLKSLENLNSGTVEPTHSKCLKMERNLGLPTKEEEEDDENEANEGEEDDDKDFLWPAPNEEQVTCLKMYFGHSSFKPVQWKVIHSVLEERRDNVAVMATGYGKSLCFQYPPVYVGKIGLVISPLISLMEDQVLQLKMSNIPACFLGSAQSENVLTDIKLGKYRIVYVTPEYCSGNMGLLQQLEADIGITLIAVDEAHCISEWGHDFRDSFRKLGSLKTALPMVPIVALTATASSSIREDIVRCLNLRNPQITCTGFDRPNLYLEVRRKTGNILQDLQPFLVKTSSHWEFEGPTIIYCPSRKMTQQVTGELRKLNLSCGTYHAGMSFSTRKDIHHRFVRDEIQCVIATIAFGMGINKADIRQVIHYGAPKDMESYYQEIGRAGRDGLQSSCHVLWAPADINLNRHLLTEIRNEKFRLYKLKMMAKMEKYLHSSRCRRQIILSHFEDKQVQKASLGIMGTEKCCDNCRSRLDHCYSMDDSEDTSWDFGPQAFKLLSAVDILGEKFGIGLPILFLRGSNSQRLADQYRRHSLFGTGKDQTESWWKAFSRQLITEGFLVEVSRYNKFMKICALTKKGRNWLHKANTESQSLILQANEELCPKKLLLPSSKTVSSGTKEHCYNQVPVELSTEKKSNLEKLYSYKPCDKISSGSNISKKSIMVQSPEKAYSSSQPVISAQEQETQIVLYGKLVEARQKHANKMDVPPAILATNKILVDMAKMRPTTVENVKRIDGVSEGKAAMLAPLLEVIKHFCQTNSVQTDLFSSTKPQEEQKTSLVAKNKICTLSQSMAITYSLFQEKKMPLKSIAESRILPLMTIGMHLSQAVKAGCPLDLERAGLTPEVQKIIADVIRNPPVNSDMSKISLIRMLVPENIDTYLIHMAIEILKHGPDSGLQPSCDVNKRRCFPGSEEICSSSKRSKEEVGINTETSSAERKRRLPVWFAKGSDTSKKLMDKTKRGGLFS
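Screening of the MLSMR collection measured strand separation of a quenched forked DNA duplex (100 nM) by 20 nM WRN with 2 mM ATP, all final. Compounds were preincubated with enzyme 15 min at room temperature.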
The depositor's hits bear a star; ? = inconclusive; / = no result given; [ ] = dose if it differs, or a comment. Unless noted, calls follow the shape of the dose curve; as a rule, active = well fitted curve in the direction sought with a large enough effect; inconclusive = small, poorly fitted or top-dose-only effect, or another doubt; inactive = no such curve, though single readings can be large; an effect the other way counts as inactive or inconclusive.

Screens in order – IL-1B inflam inh	KB-3-1 cytotox	HT1080 IDH1KD tx	HT1080-NT tox	MCF10A rereplic	ATXN2 expr inh	SW480 rerep	KB-V1 cytotox	WRN inhibitor
- O=C(NCC(=O)N1CCOCC1)c1ccc(Cl)c(Cl)c1
    8	8%	9%	10%	-1%	13%	-6%	8%	6%
- COc1ccc(CNCCC(c2ccccc2)c2ccc(OC(C)C)cc2)cc1OC (stereo not given)
    /	?	18µM*	21µM*	?	-24%	?	?	4%
- CCOc1cc2[nH]c(=S)n(CCN3CCCCC3CC)c(=O)c2cc1OCC (stereo not given)
    -24	7%	-11%	1%	?	-19%	22%	?	3%
- COC(=O)C1=C(C)N(Cc2ccco2)C(=O)/C1=C\c1ccc([N+](=O)[O-])cc1
    -102*	?	?	?	?	12%[11.3 µM]	?	?	-12%[11.6 µM]
- CCOC(=O)C1=C(COC(=O)/C=C/c2cccc(OC)c2)NC(=O)NC1C (stereo not given)
    2	1%	?	15%	-6%	5%	-4%	-4%	-12%
- O=C(COc1cccc(F)c1)N1c2ccccc2Sc2ccccc21
    -16	-2%	-10%	-3%	21%	0%	-3%	-17%	-37%
- COc1ccc(NC(C)=O)cc1NC(C)C(=O)Nc1cccc2ccccc12 (stereo not given)
    12	10%	2%	-1%	1%	3%	0%	10%	7%
- Cc1cc(C)c2cc(CN(CCN3CCCC3)C(=O)Nc3ccc(F)cc3)c(=O)[nH]c2c1
    -80*	?	18µM*	?	24%	-20%	15%	-5%	5%
- Cc1ccc(S(=O)(=O)Nc2ccc(-c3ccc4nncn4n3)cc2)cc1
    13	-5%	-11%	-13%	0%	1%	-5%	-9%	-3%
- COc1ccc(Cl)c(-c2cc(C(=O)NCc3ccco3)[nH]n2)c1
    -30	0%	2%	13%	/	38%[activator]	/	0%	8%
- C#CCN1CCc2onc(-c3ccccc3OC)c2C1=O
    29	0%	21%	18%	/	2%	/	25%	8%
- O=C(Cn1cnc2c(nnn2-c2ccccc2)c1=O)NCc1ccco1
    5	-16%	4%	0%	-4%	11%	0%	7%	-6%
- COc1ccc(CN(CC(=O)NC2CCCC2)C(=O)c2ccc(-c3ccccc3)[nH]2)cc1
    -68*	?	-6%	?	2%	-17%	3%	?	-1%
- CC(=O)c1ccc(NC(=O)c2cc(CC(C)C)nc3ccccc23)cc1
    -22	2%	-11%	1%	0.82µM*	31%	-2%	0%	5%
- COc1ccc(OC)c(S(=O)(=O)Nc2ccc(C(N)=O)cc2)c1
    2	-2%	10%	10%	?	5%	-9%	-15%	-7%
- Oc1ccc(C=NNc2nc3ccccc3s2)c(O)c1
    -1	?	?	?	?	-39%	?	-29%	-10%
- Cc1ccc(NC(=O)CNC(=O)CN2C(=O)c3ccccc3C2=O)cc1
    6	0%	6%	?	/	5%	/	3%	5%
- CCC(=O)c1ccc(OCC(=O)OCC(=O)N2CCCc3ccccc32)cc1
    0	12%	11%	3%	-20%	-3%	-12%	16%	1%
- CN(C)c1ccc(N/C=C/C(=O)c2ccco2)cc1
    ?	4%	?	-12%	29%	35%[activator]	?	6%	-8%
- O=c1[nH][nH]c(C(F)(F)F)c1C=NCc1ccccc1Cl
    2	-6%	4%	9%	?	6%	0%	29%	-10%
- Cc1nn(C(=O)CCC(=O)NCc2cccc(F)c2)c2ccccc12
    17	-1%	11%	1%	1%	/	-37%[inhibitor]	3%	-4%
- COC(=O)c1ccc(OC(=O)C2CC(=O)N(c3ccc(C)cc3C)C2)cc1 (stereo not given)
    -4	0%	-16%	-1%[9.24 µM]	2%	-3%	3%	2%	-13%
- O=C(CSc1nnc(-c2cccs2)n1-c1ccccc1)NCc1ccco1
    -29	-9%	0%	2%	0%	0%	0%	-10%	2%
- CCCCN1C(=O)C(CC(=O)NCCc2ccccn2)CC(C(=O)N(C(C)C)C(C)C)=C1C (stereo not given)
    23	0%	4%	1%	/	10%	/	0%	0%
- O=C(Nc1ccc2ncccc2c1)c1ccccc1Br
    -23	?	0%	-11%	6%	84%[activator]	-21%	0%	-25%
- Cc1nn(C)c(C)c1NS(=O)(=O)c1c(C)n[nH]c1C
    -3	-1%	26%	20%	-3%	5%	3%	11%	-3%
- Cc1oc(-c2ccccc2)cc1C(=O)NCc1ccncc1
    12	-3%	?	?	?	-27%	-9%	3%	-2%
- O=C1CSC(=O)N1CCOCCN1C(=O)CSC1=O
    -3	0%	14%	9%	-1%	5%	-2%	?	-6%
- Cc1cccc(C(=O)Nc2nnc(-c3ccc(C(C)(C)C)cc3)s2)c1
    23	-22%	?	?	10%	-1%	20%	0%	12%
- Cc1cccnc1NC(=O)CCc1nnc2ccc(NCc3ccco3)nn12
    -12	-3%	8%	5%	-2%	-6%	28%	19%	-13%
- COc1cccc2c3c(c(=O)[nH]c12)CC(C)(C)O3
    -3	2%	6%	1%	2%	5%	-7%	-1%	5%
- O=C(N/N=C/c1ccc(N2CCOCC2)o1)c1cccc(C(F)(F)F)c1
    7	0%	2%	-12%	21µM*	-16%	?	19%	-8%
- Cc1c(C(=O)NCc2ccc(F)cc2)sc(=O)n1Cc1ccc(C(=O)c2ccccc2)cc1
    -18	?	-16%	-8%	/	-8%	/	10µM*	7%[57.1 µM]
- COc1ccc(CCNC(=O)c2cc3c(=O)n(C)c4ccccc4c3n2C)c(OC)c1
    18	0%	0%	?	12%	/	-15%	-34%	-2%
- O=[N+]([O-])c1ccc(Cl)cc1N/N=C/c1ccncc1
    -12	3%	1%	0%	14%	/	-2%	19%	-11%
- CCOc1ccc(Br)cc1S(=O)(=O)NCC(c1ccc(OC)cc1)N1CCOCC1 (stereo not given)
    -9	-5%	-2%	-2%	-1%	-15%	-8%	-5%	-2%
- CCCCCOc1ccc(/C(C)=N/NC2=NCCN2)cc1
    -66*	-12%	-12%	0%	20%	?	?	9%	-2%
- COc1ccc(S(=O)(=O)N2CCC(C(=O)NCc3cccnc3)CC2)cc1C
    3	14%	21%	26%	11%	13%	-66%[inhibitor]	19%	4%
- O=C(Nc1cccc(O)c1)c1ccc(C(F)(F)F)cc1
    21	-6%	-2%	-20%	3%	58%[activator]	-147%[inhibitor]	2%	0%
- OCC1OC(n2cnc3c(N4CCCCC4)ncnc32)C(O)C1O (stereo not given)
    0	0%	-4%	-3%	-2%	-1%	-2%	0%	7%
- C=CCN(CC=C)C(=O)C1CCN(S(=O)(=O)c2ccc(N3CCCC3=O)cc2)CC1
    -4	-12%	-1%	-3%	?	/	6%	-1%	-6%
- O=C(Nc1cc(C(F)(F)F)ccc1-n1cncn1)c1ccc(F)cc1Cl
    0	-5%	10%	10%	-4%	-24%	-4%	13%	5%
- Cc1cc(C)nc(NS(=O)(=O)c2ccc(NC(=O)Cc3ccccc3)cc2)n1
    22	10%	7%	-1%	-2%	-23%[11.3 µM]	0%	6%	-25%
- CCOc1ccc(C(O)Cc2nc3ccccc3n2C)cc1 (stereo not given)
    -16	14%	7%	9%	-4%	51%[activator]	-5%	10%	0%
- CC(C)CC(=O)OC(C)(C)[C@@H]1Cc2c(ccc3ccc(=O)oc23)O1
    12	0%	14%	13%	?	-2%	-32%[inhibitor][9.22 µM]	17%	-3%
- COC(=O)c1ccc(C2/C(=C(\O)c3ccc4c(c3)OCCO4)C(=O)C(=O)N2CCCN2CCOCC2)cc1 (stereo not given)
    10	8%	30%	24%	1%	6%	11%	?	-1%
- Cc1cc(NC(=O)Cn2cc([N+](=O)[O-])cn2)no1
    -6	0%	8%	-1%	-23%	6%	-7%	8%	-4%
- CN(Cc1ccccc1)C(=O)N[C@@H](Cc1ccccc1)C(=O)O
    0	-1%	13%	7%	-3%	-1%	2%	1%	1%
- CCCCC(=Nc1ccccc1OC)C1=C(O)CC(c2ccccc2)CC1=O (stereo not given)
    12	4%	6%	13%	16%	5%	-15%	-12%	5%
- CNC(=O)Nc1ccc(C2SCCS2)cc1
    49	-10%	-5%	0%	-1%	-13%	-3%	2%	-3%
- Cc1cccc(C(=O)N2CCCCCC2)c1
    7	5%	8%	8%	1%	0%	-1%	6%	-5%
- COc1cc2c(cc1OC)C(c1cccc(C)c1)CC(=O)N2 (stereo not given)
    12	-6%	-12%	-6%	-6%	/	4.1µM*	0%	6%
- Cc1[nH]n2c(=O)c3c(nc2c1-c1ccc(Cl)cc1)CCC3
    5	8.2µM*	-12%	-11%	?	?	-13%	?	-14%
- CCC(c1nnnn1Cc1cccs1)N1CCN(C(=O)c2ccco2)CC1 (stereo not given)
    5	5%	3%	0%	8%	1%	-1%	-7%	5%
- Cc1cc(C(=O)N/N=C/c2cccnc2)cs1
    1	11%	29%	27%	0%	18%	-8%	?	6%
- C=C(C1=CCN(S(=O)(=O)C(C)(C)C)[C@H]1CCO)c1ccccc1
    21	0%	-2%	4%	5%	7%	-3%	-1%	1%
- CC(C)(C)NC(=O)Nc1ccc(Br)cc1
    -10	-10%	0%	3%	5%	14%	8%	-2%	3%
- COc1ccc(NC(=S)N2CCN(c3ccc4c(c3)C3CCN(C(=O)OCc5ccccc5)C4C3)CC2)c(OC)c1 (stereo not given)
    4	-13%	-26%	-3%	/	12%	/	?	-9%
- CCOc1ncccc1C(=O)Nc1cc(C(F)(F)F)ccc1N1CCOCC1
    -10	-3%	-1%	4%	3%	/	-2%	-6%	-1%

Compounds as they come. About 12% of those tested had a hit in this group.
